# Assay outcomes: PubChem BioAssay, several laboratories
# Bfl-1 inhibitors: Bfl-1 inhibitors, primary screen, biochemical, fluorescence polarization, FITC-Bid, mouse (AID 432) | Bcl-2-related protein A1 (Mus musculus) | FITC-Bid BH3 peptide fluorescence polarization displacement; higher % means a stronger effect | displacement, % at 20 µM, or IC50 in µM where a hit was titrated | actives 0.02% (n = 64,000); in the data active = a potency from the dose series; inactive = the rest, 99 in 100 with displacement below about 15%; also: strong numbers were not always called active
# HPDE-C7 viability: cytotoxicity in HPDE-C7 cells, cell-based, fluorescence, HTS (AID 430); HPDE-C7 pancreatic duct cells viability, fluorescence; higher % means a stronger effect; actives 1.8% (n = 63,000); cytotoxicity, % at 10 µM, or EC50 in µM where a hit was titrated;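 also: cells exposed to compound for 48 hours before viability readout; 0% = vehicle and 100% = reference cytotoxic drug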
# TNAP inhibition: human TNAP enzyme inhibitors, biochemical, luminescent (AID 518). inhibition, % at 20 µM, or IC50 in µM where a hit was titrated. purified TNAP enzyme, luminescent substrate readout; higher % means a stronger effect. Alkaline phosphatase, tissue-nonspecific isozyme (Homo sapiens). actives 0.09% (n = 64,000); in the data active = a potency from the dose series; inactive = the rest, 99 in 100 with inhibition below about 22%;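 also: plate controls were vehicle for no effect and reference inhibitor for full effect; many of its hits are not listed in these tables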
# LYP inhibition: LYP phosphatase inhibitors, primary screen, biochemical, DiFMUP fluorescence, recombinant catalytic domain, 10 µM (AID 606); Tyrosine-protein phosphatase non-receptor type 22 (Homo sapiens); recombinant LYP catalytic domain, DiFMUP fluorescence; higher % means a stronger effect; inhibition, % at 10 µM; hits with a dose series show IC50 in µM; 52,000 tested, under 10 active;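 active = IC50 under 40 µM in the dose-response test; inactive = IC50 of 40 µM or more, or never dose-tested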
# Spn DPM-DC inh: S. pneumoniae DPM-DC inhibitors, primary screen, biochemical, PK/LDH-coupled NADH fluorescence. AID 556, 2006. calls only at 10 µM. purified DPM-DC. actives 0.49% (n = 65,000). diphosphomevalonate decarboxylase (Streptococcus pneumoniae D39);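 active = the 320 compounds with the highest percent inhibition in the single-dose primary screen, excluding strongly autofluorescent ones, cut at about 32% in these data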;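 also: kinetic rate of NADH fluorescence loss reporting ADP formed by the decarboxylase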
# HT1080 viability: cytotoxicity in HT1080 fibrosarcoma cells, cell-based, fluorescence readout (AID 620) | HT1080 viability, fluorescence; higher % means a stronger effect | one-dose cytotoxicity, % at 10 µM; EC50 in µM for titrated hits | actives 0.42% (n = 87,000);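 also: cells exposed to compound overnight then 4 h with Alamar Blue; 0% = vehicle DMSO and 100% = killing control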
# Spn PMK inh: S. pneumoniae PMK inhibitors, primary screen, biochemical, mevalonate pathway, pilot trial included | purified PMK, PK/LDH-coupled NADH absorbance 340 nm | inhibition, % at 10 µM | actives 0.49% (n = 65,000) | AID 539, 2006;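 active = top-ranked compounds by inhibition in the single 10 µM screen, taking a fixed number of the strongest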;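 also: 0% = full reaction with DMSO carrier and 100% = background rate without enzyme reaction; no value below 0 was filed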
# MK inhibit: S. pneumoniae MK inhibitors, primary screen, biochemical, PK/LDH-coupled NADH absorbance. inhibition, % at 10 µM. actives 0.48% (n = 65,000). purified MK, PK/LDH-coupled NADH absorbance 340 nm. AID 555, 2006. mevalonate kinase [Streptococcus pneumoniae D39];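 active = ranked among the strongest by inhibition in the single 10 µM screen, a fixed top-ranked set picked for dose follow-up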; also: no value below 0 was filed
# KRASV12 cytotoxicity: cytotoxicity in KRAS-transformed pancreatic duct cells, primary screen, cell-based, fluorescence, HTS (AID 431). HPDE-C7K KRASV12 cells, Alamar Blue viability, 48 h; higher % means a stronger effect. one-dose cytotoxicity, % at 10 µM; EC50 in µM for titrated hits. actives 1.7% (n = 63,000);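 active = compounds whose percent cytotoxicity in the single-dose primary screen, scaled between solvent and toxic-drug controls, exceeds 50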;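 also: 0% = DMSO solvent wells and 100% = doxorubicin-treated wells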
# Spn PMK inh pilot replicates: also measured in Spn PMK inh; calls as there; inhibition, %; measured here: pilot screen replicates
# MK inhibit pilot replicates: second read-out of MK inhibit, no call of its own (marks repeat the call); inhibition, %; measured here: pilot screen replicates
# Spn DPM-DC inh pilot screen %: second read-out of Spn DPM-DC inh, no call of its own (marks repeat the call); inhibition, %; measured here: pilot screen trials
# * hit, by the source's call; i = inactive; · = not tested or not shown; + = active, no number. Rule as the data show it, unless noted: active = cytotoxicity above about 50%; inactive = the rest.
SMILES,Bfl-1 inhibitors,HPDE-C7 viability,TNAP inhibition,LYP inhibition,Spn DPM-DC inh,HT1080 viability,Spn PMK inh,MK inhibit,KRASV12 cytotoxicity,others
CCN1CCN(CC(=O)Nc2ccc(Cl)c(Cl)c2)C(=O)C1=O,0%,-1%,12%,7%,i,-2%,9,1,-2%,
CCCCc1nnc(SCc2ccc(OCC)cc2)n1N,-9%,-12%,4%,14%,i,-3%,4,6,-2%,
Nc1nncn1C(=O)c1ccccc1Cl,1%,-2%,26%,0%,i,5%,0,4,2%,
CCCCc1ccc(NC(=O)OC)cc1,-3%,-16%,19%,-1%,i,8%,12,0,-10%,
COc1ccc(C(=O)NCc2nc3ccccc3[nH]2)cc1OC,-3%,-4%,8%,8%,i,0%,5,0,4%,Spn PMK inh pilot replicates=0.0;MK inhibit pilot replicates=0.0;Spn DPM-DC inh pilot screen %=0.0
O=C1c2oc3ccccc3c(=O)c2C(c2cccc(O)c2)N1CCCN1CCOCC1 (configuration not stated),6%,-14%,1%,11%,i,-6%,14,6,-11%,
NC(=O)c1sc2nc3c(c(-c4ccco4)c2c1N)CCC3,8%,17%,12%,1%,i,0%,3,9,21%,Spn PMK inh pilot replicates=1.5;MK inhibit pilot replicates=0.0;Spn DPM-DC inh pilot screen %=1.5
CC1=CC(C)(C)N2C(=O)C3(N=C(N)NC(Nc4ccccc4)=N3)c3cc(C)cc1c32 (configuration not stated),3%,32%,-12%,0%,i,6%,10,7,30%,
COc1cc(CNc2ccc(C)c(C)c2)cc(OC)c1OC,19%,47%,4%,1%,i,54%*,4,39,41%,
COc1ccc(-c2nnc(SCC(=O)N(Cc3ccccc3)C(C)(C)C)o2)cc1OC,-4%,6%,2%,2%,i,-19%,2,2,9%,
Cn1c2c(c(=O)n(C)c1=O)C(c1cccc(Br)c1)C1C(=O)c3ccccc3C1=N2 (configuration not stated),-5%,3%,8%,7%,i,0%,18,0,-6%,Spn PMK inh pilot replicates=1.0;MK inhibit pilot replicates=0.0;Spn DPM-DC inh pilot screen %=0.0
COC1CCCCC1Nc1cccc(SC)c1 (configuration not stated),-1%,-2%,23%,16%,i,-4%,14,3,7%,Spn PMK inh pilot replicates=3.5;MK inhibit pilot replicates=0.0;Spn DPM-DC inh pilot screen %=1.5
CCOC(=O)c1nc(S(C)(=O)=O)ncc1Cl,15%,30%,9%,-8%,i,25%,17,0,39%,
O=C(c1cccs1)N1CCC(c2nc3c(nnn3Cc3ccccc3)c(=O)[nH]2)CC1,-2%,-8%,8%,3%,i,-5%,11,8,-36%,
CC(C(=O)NC1CCCCCC1)N(c1ccccc1)S(C)(=O)=O (configuration not stated),-2%,-15%,1%,-8%,i,6%,3,8,-8%,Spn PMK inh pilot replicates=0.0;MK inhibit pilot replicates=0.0;Spn DPM-DC inh pilot screen %=0.0
COc1cc(NC(=O)C(C)Oc2ccccc2)cc(OC)c1 (configuration not stated),11%,0%,8%,5%,i,9%,0,2,-5%,
COc1ccc(CC(=O)OCC(=O)NC(=O)NC2CCCCC2)cc1,-8%,-11%,9%,8%,i,-5%,17,7,-9%,Spn PMK inh pilot replicates=4.0;MK inhibit pilot replicates=5.0;Spn DPM-DC inh pilot screen %=0.0
O=C(OCC(=O)N1CCc2ccccc21)c1ccc[n+]([O-])c1,-8%,-1%,10%,13%,i,3%,0,1,4%,
CCOC(=O)c1c(C)n(C)c2ccc(OC)c(NC(=O)CN3CCSCC3)c12,-3%,-6%,7%,9%,i,12%,0,13,0%,
COc1ccc(NC(=O)Nc2cccc3cccnc23)cc1,-8%,9%,13%,8%,i,5%,8,8,11%,
COc1ccc(C2C=C(c3ccccc3)Nc3nnnn32)cc1 (configuration not stated),1%,-3%,7%,5%,i,-14%,0,8,-2%,
Cc1cc(C)n(CNc2nc(C(F)(F)F)cs2)n1,-2%,-6%,7%,·,i,3%,10,5,-5%,
Cc1cc(NC(=O)Nc2cccs2)no1,-14%,-14%,12%,-10%,i,14%,14,0,-6%,
O=C(NCc1ccc2c(c1)OCO2)c1nnc(Cc2ccc(F)cc2)o1,-2%,-1%,8%,-2%,i,-7%,6,4,9%,
COC(=O)Cc1c(C)nc2nc[nH]n2c1=O,2%,-5%,4%,7%,i,-4%,9,8,-4%,Spn PMK inh pilot replicates=3.5;MK inhibit pilot replicates=0.5;Spn DPM-DC inh pilot screen %=0.5
CCOc1ccc(N2CC(C(=O)OC)CC2=O)cc1 (configuration not stated),4%,-21%,2%,9%,+,-1%,0,8,-25%,
CCN(CC)C(=O)CSc1nc2ncc(Br)cc2[nH]1,-10%,-3%,12%,·,i,8%,12,11,-2%,
COc1cccc(CNn2cnnc2)c1OCc1ccccc1F,0%,8%,4%,13%,i,-13%,2,11,-1%,
COc1ccc(C(=O)c2oc3nc(C)cc(C)c3c2N)cc1,-6%,-5%,6%,·,i,5%,0,8,-3%,
Cc1ccc(S(=O)(=O)Nc2ccccc2CNc2c(C)n(C)n(-c3ccccc3)c2=O)cc1,-11%,1%,4%,-2%,i,-3%,5,7,14%,
COc1ccc(C(=O)CSc2nnc(-c3cccnc3)n2Cc2ccco2)cc1,-7%,-17%,8%,6%,i,4%,17,15,-8%,
Cc1nc(CNS(=O)(=O)c2ccccc2F)cs1,-1%,-6%,2%,1%,i,2%,6,8,-12%,
O=C(NCc1ccco1)c1cccc(S(=O)(=O)N2CCOCC2)c1,-11%,4%,5%,-3%,i,-2%,4,0,21%,
O=S(=O)(c1ccc(Br)s1)N1CCCCC1,5%,-15%,9%,6%,i,6%,1,5,-16%,Spn PMK inh pilot replicates=0.5;MK inhibit pilot replicates=0.0;Spn DPM-DC inh pilot screen %=0.0
CCn1c2ccccc2c2nnc(SCC(=O)NC(CC(C)C)C(=O)OC)nc21 (configuration not stated),-6%,-10%,10%,5%,i,-4%,2,9,2%,
O=C1c2ccccc2NC(c2cccc(F)c2)N1Cc1ccco1 (configuration not stated),3%,15%,12%,·,·,-5%,4,6,10%,Spn PMK inh pilot replicates=4.0;MK inhibit pilot replicates=0.0
O=C(Cc1ccccc1)N1CCCC(c2nc(-c3cccs3)no2)C1 (configuration not stated),0%,-22%,8%,-1%,i,-11%,8,3,-18%,Spn PMK inh pilot replicates=1.0;MK inhibit pilot replicates=2.5;Spn DPM-DC inh pilot screen %=0.0
Cc1nn(C)c(C)c1N=Cc1c(O)ccc2ccccc12,-7%,34%,9%,·,i,-5%,13,7,8%,
C=C(Cl)COC(=O)[C@H]1C2C=CC(C2)C1C(=O)O (some centres not stated),-7%,-12%,2%,-9%,i,2%,11,9,-2%,Spn PMK inh pilot replicates=1.5;MK inhibit pilot replicates=2.0;Spn DPM-DC inh pilot screen %=4.0
COC(=O)Nc1ncc(CN2CCc3ccccc3C2)s1,-11%,8%,6%,3%,i,2%,3,11,2%,
Cn1c(=O)[nH]c(=O)c2c1nc(CN1CCOCC1)n2CCCc1ccccc1,-2%,-7%,6%,3%,i,7%,5,2,2%,
COCCn1c(SCC(=O)Nc2nnc(C)s2)nnc1-c1cc2ccccc2cc1O,-4%,7%,6%,-3%,i,-1%,8,9,6%,
O=C(O)CCC(=O)Nc1ccc(N2CCCCCC2)cc1,-11%,-10%,11%,25%,i,-3%,12,7,5%,
COC(=O)c1ccccc1NC(=O)C1CCN(S(=O)(=O)c2cc(C)ccc2OC)CC1,-4%,2%,9%,13%,i,-4%,3,7,2%,Spn PMK inh pilot replicates=0.0;MK inhibit pilot replicates=0.0;Spn DPM-DC inh pilot screen %=1.0
CCCn1c(SCc2nc(-c3cccs3)no2)nnc1-c1ccncc1,-6%,-9%,9%,18%,i,5%,4,8,-12%,

# As a short view, two of the compounds above:
SMILES,Bfl-1 inhibitors,HPDE-C7 viability,TNAP inhibition,LYP inhibition,Spn DPM-DC inh,HT1080 viability,Spn PMK inh,MK inhibit,KRASV12 cytotoxicity,others
C=C(Cl)COC(=O)[C@H]1C2C=CC(C2)C1C(=O)O (some centres not stated),-7%,-12%,2%,-9%,i,2%,11,9,-2%,Spn PMK inh pilot replicates=1.5;MK inhibit pilot replicates=2.0;Spn DPM-DC inh pilot screen %=4.0
COC(=O)Nc1ncc(CN2CCc3ccccc3C2)s1,-11%,8%,6%,3%,i,2%,3,11,2%,

# The results go on:
SMILES,Bfl-1 inhibitors,HPDE-C7 viability,TNAP inhibition,LYP inhibition,Spn DPM-DC inh,HT1080 viability,Spn PMK inh,MK inhibit,KRASV12 cytotoxicity,others
Cc1ccc(OCC(=O)Nc2ccc(O)c(-c3nc4ccccc4o3)c2)cc1,-3%,-16%,7%,17%,·,7%,10,3,-1%,
COc1ccc(Cn2nnnc2C(c2ccccn2)N2CCN(c3cc(Cl)ccc3C)CC2)cc1 (configuration not stated),-2%,2%,12%,-5%,i,·,28*,4,3%,Spn PMK inh pilot replicates=2.5*;MK inhibit pilot replicates=0.0;Spn DPM-DC inh pilot screen %=0.0
N#Cc1nc(-c2ccc(OCc3ccccc3)cc2)oc1NCCN1CCOCC1,-12%,-1%,6%,2%,·,0%,0,7,13%,
Cc1ccc(S(=O)(=O)n2ccnc2)cc1C,-6%,-6%,13%,-2%,i,-7%,5,1,4%,
Cc1cc(C)n(-c2nc3ccccc3n3cnnc23)n1,-8%,·,10%,-10%,i,-14%,12,11,·,
CCOC(=O)CCCNS(=O)(=O)c1c(C)ccc2nsnc12,-9%,-4%,-1%,7%,i,-2%,8,2,-1%,
Cc1ccc(S(=O)(=O)N(c2ccccc2)C2CCS(=O)(=O)C2)cc1 (configuration not stated),-1%,-2%,5%,6%,i,-7%,4,10,2%,
COc1ccc(S(=O)(=O)N(CC(=O)N2CCCC2)Cc2ccccc2)cc1,-8%,-12%,14%,8%,i,-3%,0,0,-19%,
CCc1ccc(S(=O)(=O)NCc2cn3ccccc3n2)s1,-1%,-4%,29%,12%,i,2%,18,1,8%,
Cc1ccc(NC(=O)CCN2C(=O)c3ccncc3C2=O)cc1,4%,-7%,10%,·,i,4%,13,9,5%,
CC(C)OC(=O)CSc1nc2ncc(Cl)cc2[nH]1,-11%,-7%,16%,·,i,8%,0,6,-1%,
Cc1cc(N)ccc1NC(=O)c1ccccc1,2%,-4%,-5%,·,i,-10%,7,5,5%,
CCCNS(=O)(=O)c1ccc(CCC(=O)NCc2ccc3c(c2)OCO3)cc1,4%,-2%,9%,4%,i,-3%,14,1,3%,
O=S(=O)(NCCN1CCCC1)c1cccc2cccnc12,-4%,-10%,10%,8%,i,-1%,1,5,1%,
CN(C)CCCNC(=O)c1ccc2[nH]c3ccccc3c2c1,-6%,-1%,7%,6%,·,1%,15,5,3%,
COC(=O)CCC(=O)COc1ccc(OC)cc1C#N,-1%,22%,11%,-5%,i,0%,7,9,4%,
COc1cccc(C(=O)N2CCN(Cc3ccc4c(c3)OCO4)CC2)c1OC,-2%,-7%,10%,6%,i,-5%,0,8,-2%,
